TAG inh: reduces triacylglycerol accumulation in H9c2 cells; Nile Red lipid (TAG) fluorescence; cells loaded with 200 µM oleic acid; inhibition, % at 12.5 µM; 230,000 compounds, 0.66% hits; AID 651582;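 active = pattern-corrected inhibition of lipid staining of at least 50% with the nuclear-stain viability signal not falling by more than 50%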;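 also: 0% = DMSO wells and 100% = triacsin C control wells; some results filed as inactive read as strong as hits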
TAG inh DAPI viability: also measured in TAG inh; calls as there; DAPI nuclei signal change (viability), lower = more cytotoxic, %;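 whole-well DAPI fluorescence read on a plate reader as a viability signal; minus 50 percent equals half of cells still viable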
Numbers without * were called inactive.

SMILES	TAG inh	TAG inh DAPI viability
O=C(c1cccc(Br)c1)N1CCN(C(=O)c2cccc(Br)c2)CC1	18	-11
O=C(Nc1ccc(S(=O)(=O)Nc2ncccn2)cc1)c1ccc(Br)cc1	21	-5
CCCCNC1c2ccccc2C(=O)N1Cc1ccccc1 (stereo unspecified)	-8	1
COc1cc(C(=O)c2ccccc2)c(OC)cc1C(=O)Nc1ccc(O)cc1	-60	-13
O=C(c1cc(-c2ccc(F)cc2)no1)N1CCN(Cc2ccc3c(c2)OCO3)CC1	-5	-9
Cc1ccc2nc(CSc3nnc(-c4ccncc4)n3C)cc(=O)n2c1	-6	11
S=c1[nH]c2cc(Br)cnc2[nH]1	-6	4
Cn1c(N2CCOCC2)c(/C=N/OC(=O)c2cccnc2Cl)c2ccccc21	-3	-3
CCC(NC(=O)NC1CCCCC1)c1ccccc1 (stereo unspecified)	6	-7
CCOc1ccc(C2C(C#N)=C(N)Oc3nc[nH]c(=O)c32)cc1OC (stereo unspecified)	-2	7
Nc1cc2c(cc1Br)-c1c(C(=O)O)cccc1C2O (stereo unspecified)	10	4
C=CCSc1nnc(NC(=O)CSCc2c(C)noc2C)s1	-8	-6
CCCCn1cnc2c(SCc3ccc([N+](=O)[O-])cc3)nc(N)nc21	-11	9
O=C(CCn1c(=O)oc2ccccc21)NCCCN1CCCC1=O	-17	5
O=C(O)c1cc(N2C(=O)C3CCCCC3C2=O)ccc1NCc1cccnc1 (stereo unspecified)	-13	-5

In another format: entries from further up
molecule,TAG inh,TAG inh DAPI viability
O=C(c1cccc(Br)c1)N1CCN(C(=O)c2cccc(Br)c2)CC1,18,-11
O=C(Nc1ccc(S(=O)(=O)Nc2ncccn2)cc1)c1ccc(Br)cc1,21,-5
CCCCNC1c2ccccc2C(=O)N1Cc1ccccc1 (stereo unspecified),-8,1
COc1cc(C(=O)c2ccccc2)c(OC)cc1C(=O)Nc1ccc(O)cc1,-60,-13
O=C(c1cc(-c2ccc(F)cc2)no1)N1CCN(Cc2ccc3c(c2)OCO3)CC1,-5,-9

More compounds follow.
SMILES	TAG inh	TAG inh DAPI viability
CN1CCCN(C(=O)c2cc(-c3cccc4ccccc34)nc3ccccc23)CC1	9	15
CCN1CCN(C(=O)C(=O)c2cn(CC(=O)N3CCCCCC3)c3ccccc23)CC1	6	1
Cc1[nH]c2ccccc2c1/C=N/NC(=O)c1cc(C(C)C)[nH]n1	-4	5
CCOC(=O)N1CCN(C(=O)c2ccc(OC)cc2)CC1	2	0
O=C(COC(=O)c1cccnc1)NC1CCCc2ccccc21 (stereo unspecified)	10	3
CC[n+]1ccc2cc(OC)c(OC)cc2c1Cc1ccc(OC)c(OC)c1	6	-9
CCOC(=O)c1c(-c2ccc(C)cc2)csc1NC(=S)NC(=O)c1ccccc1	-97	-14
CN(C)c1nnnn1Cc1ccccc1	-1	5
Cc1nc2sc(C(c3ccc(Cl)cc3)N3CCN(c4ccccc4F)CC3)c(O)n2n1 (stereo unspecified)	-16	5
COc1ccc(S(=O)(=O)Cc2ccc(C(=O)NCCc3cc(OC)ccc3OC)o2)cc1	-4	-4
Oc1ccccc1C=NNC(=S)Nc1ccc(F)cc1	-23	-20
Cc1cc(-c2n[nH]c(=S)n2/N=C/c2ccc(C)o2)n[nH]1	7	-3
C1CCc2c(nc3nnnn3c2N2CCOCC2)C1	11	-8
Cc1c(Cl)cccc1NC(=O)COC(=O)c1ccc(CN2CCCC2=O)cc1	-8	6
CCOc1ccccc1-c1nnc(SCC(=O)NC2CC2)n1CC	12	3
CCCNC(=O)C1(C)CCN(Cc2cc(C(F)(F)F)ccc2Cl)C1 (stereo unspecified)	-5	2
O=C(COc1ccc2ccccc2c1)N1CCN(c2ccccc2O)CC1	0	-1
Cc1nn(Cc2ccccc2)c(Cl)c1/C=N/NC(=O)c1cccnc1	-48	-10
Cc1onc(NC(=O)NC(=O)c2ccccc2F)c1Br	-1	2
CC1=CC=CC2=N/C(=N\S(=O)(=O)c3ccc(F)cc3F)c3ccccc3CN12	-17	8
O=S(=O)(c1cccc(F)c1)N1CCN(c2nc(-c3cccnc3)nc3ccccc23)CC1	8	8
COc1ccc(CNC(=O)Nc2nc(C(N)Cc3ccc(F)cc3)cs2)cc1 (stereo unspecified)	20	-7
O=C1CC(c2ccc3ccccc3c2)NN1 (stereo unspecified)	3	15
COC(=O)c1cc(=O)nc2sc3ccccc3n12	-4	8
Cc1ccc(N2C(=O)CC(Cc3cc(C)cc(C)c3)C2=O)cc1 (stereo unspecified)	-11	1
CC1N(C)c2cccc3cccc(c23)N1C	5	14
COc1ccc2nc(N(CCN(C)C)C(=O)c3ccc(C(=O)c4ccccc4)cc3)sc2c1	2	2
CC(=O)Nc1ccc(S(=O)(=O)NC(CC(=O)O)c2ccc(OC(C)C)cc2)cc1 (stereo unspecified)	-10	-1
Cn1nc(OCC(N)=O)ccc1=O	-11	3
COc1ccccc1CN1[C@@H](CC(C)=O)c2cc(C(F)(F)F)ccc2S1(=O)=O	-38	-1
C/C(=N\Nc1ccc(Cl)c(C(=O)O)c1)c1ccc2c(c1)OCO2	-14	-14
Cc1ccc(S(=O)(=O)NNC(=O)C2CCN(Cc3ccccc3)CC2)cc1	11	-9
CC(=O)O[C@]1(C(C)=O)CC[C@H]2[C@@H]3C=C(C)C4=CC(=O)CC[C@]4(C)[C@H]3CC[C@@]21C	-4	6
CCOC(=O)C1=C(Nc2ccc(C)cc2)CC(C)(O)C(C(=O)OCC)C1c1ccccc1 (stereo unspecified)	-6	0
COc1ccc([N+](=O)[O-])cc1NC(=O)C1(c2ccccc2)CCOCC1	-2	-10
COc1ccc(-n2ncc3c(NCC(C)C)ncnc32)cc1	-34	4
Cn1c(NC(=O)Cc2cccc3ccccc23)cc(=O)n(C)c1=O	-13	1
Cc1cc(C)nc(N2C(=O)CC(Cc3ccc(Cl)cc3)C2=O)n1 (stereo unspecified)	-19	-1
O=C(CCc1nc2ccccc2[nH]1)NCc1ccc2c(c1)OCO2	3	-17
CCOc1cccc2sc(N(CCCN(C)C)C(=O)c3ccc(S(=O)(=O)N4CCCCCC4)cc3)nc12	7	11
Cc1c(C)n(CCC(=O)O)c2ccccc12	4	-2
CN(C(=O)CC1C(=O)NCCN1C/C=C/c1ccccc1)C1CCOCC1 (stereo unspecified)	-2	-2
CC1(C)C(=O)Nc2ccccc2N1C(=O)CSc1nnc2ccccn12	-4	-4
CCNCc1cc(Cl)c(OCc2ccccc2)c(OCC)c1	-8	25
Fc1ccc(CNc2nc(-c3ccccc3)nc3ccccc23)cc1	-4	-1
CCN(CC)C(=O)[C@H]1CC(CC(=O)NCCCOC)C(=O)N2CCc3c([nH]c4ccccc34)[C@]12C (stereo partly specified)	-9	-3
O=C(Nc1ccccc1N1CCOCC1)c1ccc([N+](=O)[O-])s1	11	3
O=C(COC(=O)/C=C/c1cccs1)Nc1ccccc1Cl	-5	0
O=C(NCc1nc2ncc(Br)cc2[nH]1)c1ccccc1	0	5
CCCn1c(SCC(=O)NC2CCCc3ccccc32)n[nH]c1=O (stereo unspecified)	16	-15
CCOc1ccc(CCNC(=O)COC(=O)CNS(=O)(=O)c2ccc(C)cc2)cc1OCC	-1	-2
CN1C(=O)[C@@H]2[C@H](C1=O)[C@@H]1C(=O)Nc3ccccc3C(=O)N1[C@@H]2c1ccc(F)cc1	3	8
COc1ccc(CNC(=O)COC(=O)CNC(=O)c2sc3ccccc3c2Cl)cc1OC	0	6
CC(=O)NC(Cc1ccc(C(C)C)cc1)C(=O)NC1CCN(C(=O)c2cccc(C)c2)CC1 (stereo unspecified)	-1	8
CCc1nc2ccc(C(=O)N3CCN(C(C)=O)CC3)cn2c1N(C)C(=O)c1cccc(OC)c1	0	10
COc1ccc(C(=O)N2CCN(Cc3ccc(OC)c(OC)c3)CC2)cc1	-5	-5
O=C(C[C@H]1C/C=C\C[C@H](Cc2ccc(F)cc2)C(=O)O[C@@H](c2ccccc2)CNC1=O)NCCO	-18	1
N#Cc1c2ncn(CC(=O)c3ccc(Br)cc3)c(=O)c2c2n1CCC2	8	-6
CC(OC(=O)c1cccc(S(=O)(=O)N2CCOCC2)c1)C(=O)NCC1CCCCC1 (stereo unspecified)	4	-8
COC(=O)c1c(NC(=O)c2ccccc2)sc(Cc2ccccc2)c1C	-51	28
Continuation:
SMILES	TAG inh	TAG inh DAPI viability
O=C(Nc1ccc2c(c1)OCCO2)c1cc(F)c(F)cc1Cl	5	-11
O=C(N/N=C/c1cccc(OCc2ccccc2)c1)c1cccs1	-25	9
COc1ccc(C(=O)NC(=S)Nc2ccc(Cl)c(C(=O)O)c2)cc1	12	1
COc1ccc(C(=O)N2CCN(c3ccccn3)CC2)cc1[N+](=O)[O-]	7	-10
CCOc1ccccc1C(=O)NCc1ccco1	4	-2
CCOc1cc2[nH]c(=O)n(Cc3ccc(C(=O)NCCCN4CCCC4=O)cc3)c(=O)c2cc1OCC	3	3
CCOC(=O)c1cn2nc(Oc3ccc(NC(C)=O)cc3)ccc2n1	1	-3
Cc1cc(-c2c(C)[nH]n(-c3ccc(Cl)cc3)c2=O)n(-c2ccc(Cl)cc2)n1	12	9
Clc1ccccc1Cc1noc(CN2CCN(Cc3ccccn3)CC2)n1	5	1
COCCCNc1nnc(Cc2ccccc2)c2ccccc12	-5	-10
Cc1ccc(C(=O)Nc2ccc(N3CCCC3)cc2)c(C)c1	-11	22
O=C(COC(=O)Cc1ccccc1[N+](=O)[O-])Nc1nnc(-c2ccccc2)o1	-2	6
O=C(Nc1nnc(C2=COCCO2)o1)c1ccc(S(=O)(=O)N2CCOCC2)cc1	-10	1
O=C(Nc1ccc(F)cc1)C(c1ccccc1)N1CCN(C(=O)c2ccco2)CC1 (stereo unspecified)	-16	-13
COc1ccccc1CNC(=O)C(=O)NCC1OCCN1S(=O)(=O)c1ccc(Br)cc1 (stereo unspecified)	17	-5
Cc1ccc(NC(=O)CCn2c(=O)oc3ccccc32)c(C)c1	-11	-7
Clc1ccc(-c2ncc3ccccn23)cc1	6	15
O=C(Cc1ccc([N+](=O)[O-])cc1)N1N=C(C2CC2)CC1(O)C(F)(F)F (stereo unspecified)	8	-10
Cc1cc(C)c(C)c(S(=O)(=O)N2CCC(C(=O)NCCCN3CCCC3=O)CC2)c1C	-2	3
NC(=S)N1CCCc2ccccc21	3	-2
COC(=O)[C@H]1C[C@H](OC(=O)NCC2CCCCC2)[C@@]2(O)CN(S(=O)(=O)c3ccc(C)cc3)CC2[C@H]1C(=O)OC (stereo partly specified)	-30	-6
CC(=O)C1=C(C)OC2(O)c3ccccc3C(=O)C12O (stereo unspecified)	3	1
COc1ccccc1NC(=O)CSc1nnc(-c2ccncc2)n1CC1CCCO1 (stereo unspecified)	3	2
O=C(/C=C\c1cccs1)N1CCN(Cc2ccc3c(c2)OCO3)CC1	-6	-6
CCCNC(=O)C1CC(c2cccc(F)c2)=NO1 (stereo unspecified)	4	-6
N#CCCn1c(SCC(=O)NCCc2ccc(F)cc2)nc2ccccc21	-5	-9
COc1cc(C(=O)NCC(=O)NCC(c2ccco2)N2CCCCC2)cc(OC)c1OC (stereo unspecified)	-5	7
OC(COc1ccc2ccccc2c1Br)Cn1cnc(-c2ccccc2)c1 (stereo unspecified)	-12	9
CCOC(=O)C(C)Sc1nc2c(c(=O)[nH]c(=O)n2C)n1Cc1ccc(Cl)cc1 (stereo unspecified)	7	3
Cc1cccc(C(=O)OCC(=O)Nc2nnc(-c3ccccc3)o2)c1O	-8	1

One compound at a time (already shown). Order of values: TAG inh, TAG inh DAPI viability
COc1ccc(C(=O)NC(=S)Nc2ccc(Cl)c(C(=O)O)c2)cc1 reads 12, 1
COc1ccc2nc(N(CCN(C)C)C(=O)c3ccc(C(=O)c4ccccc4)cc3)sc2c1 reads 2, 2

6 compounds already listed, ordered by SMILES length, descending.
SMILES	TAG inh	TAG inh DAPI viability
COC(=O)[C@H]1C[C@H](OC(=O)NCC2CCCCC2)[C@@]2(O)CN(S(=O)(=O)c3ccc(C)cc3)CC2[C@H]1C(=O)OC (stereo partly specified)	-30	-6
CCOC(=O)C(C)Sc1nc2c(c(=O)[nH]c(=O)n2C)n1Cc1ccc(Cl)cc1 (stereo unspecified)	7	3
O=C(/C=C\c1cccs1)N1CCN(Cc2ccc3c(c2)OCO3)CC1	-6	-6
N#CCCn1c(SCC(=O)NCCc2ccc(F)cc2)nc2ccccc21	-5	-9
Clc1ccc(-c2ncc3ccccn23)cc1	6	15
NC(=S)N1CCCc2ccccc21	3	-2

(cont.)
SMILES	TAG inh	TAG inh DAPI viability
COc1ccc(S(=O)(=O)N2CC(O)C[C@H]2C(=O)OCC(=O)N2CCCCCC2)cc1 (stereo partly specified)	18	-20
Cc1ccc(NC(=O)COC(=O)Cc2c[nH]c3ccccc23)cc1C	-3	-6
Cc1ccc(S(=O)(=O)N2CCOCC2)cc1NC(=O)COC(=O)c1n[nH]c(=O)c2ccccc12	1	2
Cc1cc(NC(=O)c2cc3cccc([N+](=O)[O-])c3[nH]2)ccc1F	35	-7
CC(=O)Nc1ccc(S(=O)(=O)N2c3ccccc3NC(=O)CC2C)c(Cl)c1 (stereo unspecified)	4	-4
O=C(Cn1nnc(-c2ccc(Cl)cc2)n1)NC1CCS(=O)(=O)C1 (stereo unspecified)	-2	5
O=c1cc(CN2CCN(S(=O)(=O)c3cccc(Cl)c3)CC2)c2ccc(O)cc2o1	17	13
COC(=O)C1=C(C)OC(N)=C(C#N)C1c1ccco1 (stereo unspecified)	30	4
O=C(CNS(=O)(=O)c1ccccc1)NCC(=O)OCc1ccccc1F	10	4
Cc1ccc(SCC(=O)c2ccc(CC(=O)O)s2)cc1	-8	7
CCOC(=O)c1cc2c(=O)n3cccc(C)c3nc2n(CC(C)C)c1=NC(=O)c1ccco1	3	26
CC(C)n1nnnc1SCC(=O)N(C)C1CCS(=O)(=O)C1 (stereo unspecified)	-2	3
CCn1c(SCC(=O)OC)nnc1C1CCCCC1	-3	16
O=C(CCCOc1ccc(Br)cc1)Nc1nnc(C2CC2)s1	3	2

Compound activity deposited in PubChem by Sanford-Burnham Center for Chemical Genomics.

These rows are one share of the data; the hit share may differ from the screen's.
